IL1B NFkB inh = blocks IL-1B driven NFkB nuclear translocation in HUVEC cells. HUVEC IL-1B NFkB p65 nuclear translocation imaging. inhibition, % at 2 µM. 0.43% of 94,000 active;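 active = inhibition above about 30% together with a positive call from visual inspection of the well image, limit read from the data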;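 note: nuclear over cytoplasmic p65 intensity ratio measured by imaging; 0% = IL-1B stimulated DMSO wells and 100% = unstimulated DMSO wells; values of inactives mirror those of a sister screen read the other way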
MRP resist rev = compounds reversing MRP-mediated drug resistance; H69AR cells + 2 uM doxorubicin, CellTiter-Glo, 72 h; differential viability (reversal), % at 10 µM; 0.04% of 85,000 active; AID 602;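 active = viability drop by adding the cancer drug above about 55%, with treated viability meeting a 40% cutoff, limit read from the data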;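 note: viability without doxorubicin minus viability with 2 µM doxorubicin for each compound; larger differential means the compound sensitizes cells more to doxorubicin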
PLAP inhibitors HTS = inhibition of human placental alkaline phosphatase – biochemical, luminescence, HTS (AID 690) | purified PLAP, luminescent substrate; higher % means a stronger effect | inhibition, % at 20 µM, or IC50 in µM where a hit was titrated | 0.08% of 96,000 active; in the data active = a potency from the dose series; inactive = the rest, 99 in 100 with inhibition below about 30%; note: strong numbers were not always called active
IL1B NFkB pot = enhances IL-1B driven NFkB nuclear translocation. HUVEC IL-1B NFkB p65 nuclear translocation imaging. activation, % at 2 µM. 0.3% of 94,000 active. AID 819;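 active = activation above 40%, about the mean plus 3 SD, also judged a hit on visual image review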;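 note: percent activation is computed from the nuclear over cytoplasmic p65 intensity ratio; values of inactives mirror those of a sister screen read the other way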
Bcl-B displacement = displacers of TR3 peptide from Bcl-B, primary screen, selectivity assay for Bfl-1 inhibitor project, biochemical, fluorescence polarization. FP displacement of FITC-TR3 peptide from Bcl-B; higher % means a stronger effect. displacement, % at 20 µM, or IC50 in µM where a hit was titrated. 0.11% of 96,000 active;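 active = displacement above 50% at 20 µM plus a fluorescence interference ratio under 1.5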;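 note: plate controls were wells without compound for no effect and wells lacking Bcl-B protein for full effect; a part of the inactive calls stands beside numbers as strong as those of hits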
MRP resist rev cytotoxicity = recorded beside MRP resist rev, whose call it bears; viability, %; H69AR cells, CellTiter-Glo, 72 h; measured here: cytotoxicity without doxorubicin
MRP resist rev with doxorubicin = recorded beside MRP resist rev, whose call it bears; viability, %; measured here: viability with 2 uM doxorubicin; hits give low values
IL1B NFkB inh cell count 2 µM = second read-out of IL1B NFkB inh, no call of its own (marks repeat the call); cell count; measured here: cells passing quality filter;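 raw number of nuclei counted in each imaged well without normalization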
IL1B NFkB pot cell count 2 µM = also measured in IL1B NFkB pot; calls as there; cell count; measured here: cells passing quality filter
The depositor's hits bear a star; x = not tested or not shown. This is a subset; the hit share may differ from the screen's.

SMILES	IL1B NFkB inh	IL1B NFkB inh cell count 2 µM	MRP resist rev	MRP resist rev cytotoxicity	MRP resist rev with doxorubicin	PLAP inhibitors HTS	IL1B NFkB pot	IL1B NFkB pot cell count 2 µM	Bcl-B displacement
Cc1c(F)cccc1NC(=O)CCC(=O)O	5	128	11	105	94	4%	-5	128	-2%
Cc1ccccc1-c1cc(-c2ccccc2O)n[nH]1	-6	122	-30	33	63	-34%	6	122	6%
COc1cccc(N2C(=O)C3CC=C(Cl)CC3C2=O)c1 (stereo not drawn)	-14	161	1	93	92	9%	14	161	5%
O=C(c1ccccc1S(=O)(=O)NCc1ccccc1)N1CCCC1	-16	136	-1	99	100	-5%	16	136	6%
O=C1CC(c2ccc(Cl)cc2)n2nc(N3C(=O)c4ccccc4C3=O)nc2N1 (stereo not drawn)	-22	148	3	98	95	-90%	22	148	1%
CCOC(=O)C1CN(S(=O)(=O)c2ccc(OC)cc2)c2cc(CC(=O)OC)ccc2O1 (stereo not drawn)	-1	162	x	x	x	-28%	1	162	-6%
CC1Cc2nc(SCC(=O)N3CCCc4ccccc43)n(C)c(=O)c2S1 (stereo not drawn)	-11	54	10	59	50	x	11	54	x
Cc1noc(NS(=O)(=O)c2ccc(N/C=C/C(=O)c3ccncc3)cc2)c1C	x	x	9	96	88	-13%	x	x	3%
COc1ccc(C(=O)Cn2nnc(-c3ccccc3F)n2)cc1	x	x	-7	92	99	5%	x	x	1%
Cc1cnc(NC(=O)CSc2nnc(CNc3ccc(F)cc3)n2CC2CCCO2)s1 (stereo not drawn)	-12	194	-1	87	88	-17%	12	194	-10%
Cc1ccc(C)c(OCCCN2CCCC2)c1	-14	167	14	88	74	17%	14	167	-9%
O=C(Cc1ccccc1)NCC(=O)OCC(=O)c1ccc(OC(=O)c2ccccc2)cc1	-5	203	x	x	x	0%	5	203	-2%

Arranged by count of non-hydrogen atoms (ascending): some entries from above.
SMILES	IL1B NFkB inh	IL1B NFkB inh cell count 2 µM	MRP resist rev	MRP resist rev cytotoxicity	MRP resist rev with doxorubicin	PLAP inhibitors HTS	IL1B NFkB pot	IL1B NFkB pot cell count 2 µM	Bcl-B displacement
COc1cccc(N2C(=O)C3CC=C(Cl)CC3C2=O)c1 (stereo not drawn)	-14	161	1	93	92	9%	14	161	5%
Cc1noc(NS(=O)(=O)c2ccc(N/C=C/C(=O)c3ccncc3)cc2)c1C	x	x	9	96	88	-13%	x	x	3%
CCOC(=O)C1CN(S(=O)(=O)c2ccc(OC)cc2)c2cc(CC(=O)OC)ccc2O1 (stereo not drawn)	-1	162	x	x	x	-28%	1	162	-6%

(continued)
SMILES	IL1B NFkB inh	IL1B NFkB inh cell count 2 µM	MRP resist rev	MRP resist rev cytotoxicity	MRP resist rev with doxorubicin	PLAP inhibitors HTS	IL1B NFkB pot	IL1B NFkB pot cell count 2 µM	Bcl-B displacement
CC1=NN(C(=O)c2ccccc2Br)C(O)(c2cccnc2)C1 (stereo not drawn)	2	141	x	x	x	-38%	-2	141	-8%
CCOC(=O)c1cnc2c(N=Nc3cccc(Cl)c3)c(N)nn2c1N	-34	163	x	x	x	26%	33	163	-3%
Cc1nc(SCc2ccc([N+](=O)[O-])cc2)nc2ccccc12	1	121	x	x	x	8%	-1	121	-1%
Cc1cccc(N2C(=O)c3cccnc3C2=O)c1	1	165	6	92	87	1%	-1	165	12%
CC(C)Oc1ccc(C(=O)Nc2ccc(NC(=O)c3ccco3)c(Cl)c2)cc1	1	173	4	88	84	-4%	-1	173	5%
Clc1ccc(N2CCN(c3cnc4ccccc4n3)CC2)cc1	-22	82	-2	97	98	-15%	22	82	5%
O=C(Cn1cnc2c(nnn2Cc2ccc(F)cc2)c1=O)NCc1ccc2c(c1)OCO2	2	129	-4	96	100	x	-2	129	x
Cc1ccc(S(=O)(=O)/C=C2\NC(=O)CS2)cc1	-17	157	x	x	x	2%	17	157	-2%
COc1cccc(C2C=C(c3ccc(OC)cc3OC)Nc3nnnn32)c1 (stereo not drawn)	-5	96	-20	15	35	-38%	5	96	15%
CCOC(=O)N1CCN(C(=O)Nc2ccc3nccnc3c2)CC1	9	109	10	84	74	x	-9	109	x
CC(=O)Nc1ccc(NC(=O)CSC2=NCCS2)cc1	8	129	7	93	87	-25%	-8	129	-4%
Cc1cc2n(n1)SC(Nc1cccc3ccccc13)N2 (stereo not drawn)	-4	182	-16	85	101	x	3	182	x
CCOc1ccc2[nH]c(=O)c(CN(CCc3ccccc3)C(=O)N3CCOCC3)cc2c1	12	108	x	x	x	-36%	-12	108	0%
Cc1c(C(=O)NCCN2CCOCC2)oc2ccccc12	-7	169	3	92	89	-6%	7	169	-8%
CCC(Sc1nc2cc3c(cc2c(=O)n1Cc1ccco1)OCO3)C(=O)NCCOC (stereo not drawn)	10	166	0	88	88	10%	-10	166	0%
COc1ccc(NC(=O)C2CC(=O)N(C)C(=Nc3ccc4c(c3)OCO4)S2)cc1 (stereo not drawn)	-28	111	-39	30	69	x	28	111	11%
CCOC(=O)Oc1ccc2c(c1)C(C)=CC(C)(C)N2C(=O)OCC	1	155	-5	92	97	-25%	-1	155	-3%
O=S(=O)(NC1c2cccc3cccc(c23)C1N1CCNCC1)c1ccccc1 (stereo not drawn)	0	124	-14	55	69	-67%	0	124	-3%
Cc1ccc(Cl)cc1N1CCN(C(=O)Cn2ccc3ccccc3c2=O)CC1	-7	135	16	103	87	-7%	7	135	-5%
Cc1cccc2cc(CN(Cc3cccs3)Cc3nnnn3Cc3ccccc3)c(=O)[nH]c12	-4	127	x	x	x	8%	4	127	9%
CC/C(=N\NC(=O)CSCc1ccc(Cl)cc1)c1ccc2c(c1)OCCO2	-7	186	x	x	x	5%	7	186	-5%
COC(=O)c1ccc(N2CCC(C)CC2)c(N)c1	-18	138	16	105	89	6%	18	138	-13%
O=C(NCc1ccco1)[C@@H]1CSC2c3ccccc3C(=O)N21 (stereo partly drawn)	-10	171	-7	93	100	-77%	10	171	22%
COc1ccc2cc3cc(C(=O)NCC4CCCO4)oc3nc2c1 (stereo not drawn)	3	132	-1	108	108	30%	-3	132	-4%

Two records drawn at random from those above:
SMILES	IL1B NFkB inh	IL1B NFkB inh cell count 2 µM	MRP resist rev	MRP resist rev cytotoxicity	MRP resist rev with doxorubicin	PLAP inhibitors HTS	IL1B NFkB pot	IL1B NFkB pot cell count 2 µM	Bcl-B displacement
CCC(Sc1nc2cc3c(cc2c(=O)n1Cc1ccco1)OCO3)C(=O)NCCOC (stereo not drawn)	10	166	0	88	88	10%	-10	166	0%
Cc1ccc(Cl)cc1N1CCN(C(=O)Cn2ccc3ccccc3c2=O)CC1	-7	135	16	103	87	-7%	7	135	-5%

(listing goes on)
SMILES	IL1B NFkB inh	IL1B NFkB inh cell count 2 µM	MRP resist rev	MRP resist rev cytotoxicity	MRP resist rev with doxorubicin	PLAP inhibitors HTS	IL1B NFkB pot	IL1B NFkB pot cell count 2 µM	Bcl-B displacement
COc1ccc(S(=O)(=O)N2CCN(Cc3cccc(Cl)c3)CC2)cc1	-14	180	x	x	x	-2%	15	180	-10%
Brc1cccc(Cn2c(-c3cncs3)nc3ccccc32)c1	-9	160	7	91	84	x	9	160	x
COc1ccccc1C1(CC(=O)N2CCOCC2)CCOC(C(C)C)C1 (stereo not drawn)	-6	186	5	100	94	-32%	6	186	-4%
Cc1cc(=O)oc(C)c1C(=O)N1CCN(C)CC1	-4	148	1	93	93	11%	4	148	2%
O=C(C[n+]1ccc(C(=O)N/N=C/c2ccc(O)cc2)cc1)c1ccccc1	-21	192	-14	93	107	23%	21	192	x
Cc1onc(-c2ccccc2Cl)c1C(=O)Nc1nnc(Cc2ccc(Cl)cc2)s1	-9	101	-6	91	97	-26%	9	101	-9%
O=C(CSc1nc2ccsc2c(=O)n1NC(=O)c1ccccc1)Nc1nccs1	1	170	11	102	91	x	-1	170	x
CCSc1nc2cc(OC)c(OC)cc2c(=O)n1CC	-3	97	-15	53	68	-48%	3	97	-12%
O=C(Cn1cc2c(n1)CCCCC2)NC1CCN(Cc2ccccc2)CC1	0	151	7	94	86	-42%	0	151	-1%
CCc1c(C)c2c(C)[nH]nc2oc1=O	11	52	-7	110	117	-13%	-11	52	-8%
CCC(C)C(=O)Nc1nc(C)c(-c2csc(Nc3ccccc3OC)n2)s1 (stereo not drawn)	-2	191	x	x	x	9%	2	191	-41%
COc1ccc(CCNC(=O)CCCCn2c(=O)[nH]c3ccccc3c2=O)cc1OC	16	96	17	109	93	2%	-17	96	-12%
Cc1ccc(C(=O)c2nc3c(n2O)CCCC3)cc1	9	162	-8	90	98	0%	-9	162	2%
Cc1nc(N2CCN(C(=O)c3ccc(Cl)cc3)CC2)c(C#N)c2c1COC(C)(C)C2	-6	155	19	37	19	-36%	6	155	-5%
CCN(CC)S(=O)(=O)c1ccc(OC(C)C)nc1	-34	177	13	94	81	18%	34	177	3%
Cc1cccc2cc(CN(CC3CCCO3)C(c3nnnn3Cc3ccco3)C(C)C)c(=O)[nH]c12 (stereo not drawn)	-13	193	x	x	x	-53%	13	193	21%
COC(=O)CSc1nc(NC(C)=O)nc(C)c1Br	x	x	6	94	88	0%	x	x	-2%
C(=C\c1ccccc1)/CSc1nnc(-c2ccncc2)n1Cc1ccco1	x	x	17	58	41	-6%	x	x	-3%
CCOC(=O)C1=C(C)N(C)C(=O)NC1c1ccccc1OC (stereo not drawn)	-8	141	6	102	96	14%	7	141	-9%
CCCCn1c(S(=O)(=O)O)nc2ccccc21	12	179	3	97	93	-22%	-12	179	2%
COc1ccc(NC(=O)CSc2nnc(C3CCCCC3)n2-c2ccccc2)cc1	81*	69*	-17	64	81	-48%	-81	69	-1%
Fc1cccc(NCc2cn3ccccc3n2)c1	-15	175	16	103	87	-26%	15	175	0%
COc1ccc(CCNC(=O)C2CC2)cc1OC	-12	89	0	99	99	-8%	13	89	3%
C=CCn1c(-c2ccccc2)c[nH]c1=S	4	145	12	104	91	-6%	-4	145	-4%
c1ccc(N2CC[N+]3(CCCC3)CC2)nc1	8	191	11	96	86	5%	-8	191	1%
Clc1ccccc1-c1nnc2sc(C3COc4ccccc4O3)nn12 (stereo not drawn)	-14	141	x	x	x	-25%	14	141	1%
CCc1cccc(C)c1NC(=O)CSc1nnc(-c2cc3cc(Br)ccc3o2)n1CC	8	125	-12	65	77	15%	-8	125	0%
Cc1cc([N+](=O)[O-])c(NCCCCCCO)c([N+](=O)[O-])c1	-9	164	x	x	x	x	9	164	x
Cc1ccc2[nH]c3c(c2c1)CN(C(=O)CN1c2ccc(F)cc2CCC1C)CC3 (stereo not drawn)	0	135	-40	11	51	-19%	0	135	0%
Cc1cc(-n2c(C)cc(C(=O)CSc3nnnn3-c3ccc(Cl)cc3)c2C)no1	-7	142	-11	49	59	x	7	142	x
Cc1ccc(NC(=O)C2CC(=O)n3ncnc3N2)cc1 (stereo not drawn)	-10	168	16	99	83	-8%	10	168	3%
COC(=O)C1CCN(C(=O)c2c(-c3ccccc3Cl)noc2C)CC1	-11	147	1	88	86	-20%	11	147	5%
COC(=O)c1ccccc1NC(=O)CN1CCOCC1	-5	150	-8	92	100	-16%	5	150	6%
OC(COc1ccc2ccccc2c1)CN1CCN(c2ccc(F)cc2)CC1 (stereo not drawn)	x	x	-11	49	60	-22%	x	x	-1%
CCOC(=O)c1ccoc1CSCc1ccc(C(=O)OC)o1	-19	120	11	91	80	-9%	19	120	-5%
O=c1[nH]c(NCc2ccccc2)nc2c1CCCC2	-15	169	3	88	85	-2%	15	169	-3%
COc1ccc(N2C(=O)C(Cl)=C(Nc3c(C)n(C)n(-c4ccccc4)c3=O)C2=O)cc1	x	x	x	x	x	-15%	x	x	2%
CCCc1cc(=O)[nH]c(SCc2ccccc2Cl)n1	0	161	3	80	77	-4%	0	161	9%
Cc1ccc(C(=O)C2=C(O)C(=O)N(CCCn3ccnc3)C2c2ccc(OC(C)C)cc2)o1 (stereo not drawn)	-5	72	9	94	86	-39%	5	72	-16%
O=c1oc2cc(O)ccc2c2ccccc12	-10	83	-1	91	92	4%	10	83	12%
C=CCn1c(SCC(=O)Nc2cccc3ccccc23)nnc1-c1cnccn1	-29	65	4	81	77	0%	29	65	-1%
CC(C)(C)NC(=O)Cn1c(-c2nonc2N)nc2ccccc21	-1	154	17	94	77	-7%	1	154	-4%
NC(=O)CSc1nc2ccccc2c(=O)n1Cc1ccco1	8	112	-9	80	89	x	-8	112	x
